# LDHA inh = blocks human lactate dehydrogenase A; activity change, % (values are at about 110 or 230 µM); hit rate 0.15% among 480,000; purified LDHA, NADH/diaphorase-resazurin fluorescence; hits give low values; AID 1347041; in the data active means activity change below about -30%; inconclusive means mostly about -25% to -30%;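 further: plate controls were DMSO wells for no effect and wells without enzyme for full effect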
#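 Remaining NADH was detected by diaphorase (0.133 mg/mL) converting 37 µM resazurin to fluorescent resorufin, read at 0 and 20 minutes. The preceding 5-minute room-temperature reaction used 2 nM LDHA, 0.2 mM sodium pyruvate and 0.06 mM NADH at pH 7.4.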
# Vif-APOBEC3F blk = blocks the Vif interaction with APOBEC3F. HeLa A3F-eYFP + Vif (tagged APOBEC3F with the HIV-1 protein that degrades it), YFP fluorescence increase. Potency, µM (titrated, usually from 46.1 µM), for inactives: top-dose activity, negative = active. hit rate 0.2% among 390,000. AID 602313; further: potency means the concentration at half of the fitted maximal effect; % of control where 0% means no effect; nearly all actives have a fitted effect of over 65% in size
#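 HeLa cells stably expressing Vif plus C-terminally eYFP-tagged A3F were seeded, incubated overnight at 37 deg C, dosed with compound, incubated overnight again at 37 deg C. Yellow fluorescence (Ex 488/Em 500-530) reported blocked Vif-mediated A3F-eYFP degradation.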
# GRP78 ERSR act = inducers of ER stress response in human glioma cells; Potency, µM, for the others: at the highest dose activation, actives largely listed as activators; hit rate 0.02% among 420,000; U87-MG GRP78 promoter luciferase reporter, 16 h; further: potency means the concentration at half of the fitted maximal effect; series mostly up to about 76 µM; % of control where 0% means no effect; nearly all actives have a fitted effect of over 35% in size
#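 ERSR induction read as luciferase luminescence (Bright-Glo, 10 min at room temperature) in stably transfected human U87-MG glioma cells exposed to compounds for 16 h, using GRP78 as sensor.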
# ERG Ets-DNA blk = inhibitors of human ERG Ets domain-DNA interaction; P11308; fluorescence polarization, His-ERG Ets domain / labelled DNA; Potency, µM (titrated, usually from 76.9 µM), without a hit: top-dose FP activity, negative = inhibition, most hits filed as inhibitors; hit rate 0.028% among 370,000; active means well fitted inhibition curve with a large enough effect in the polarisation, with a control signal flat; inconclusive means small, poorly fitted or top-dose-only effect, or effect the other way, or a change in a side signal; inactive means no such curve, though single readings can be large or run the other way; the % refers to the polarisation;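 further: polarization taken with two DNA probes labelled with fluorescein and Texas red; potency means the concentration at half of the fitted maximal effect; % of control where 0% means no effect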
# Target sequence (P11308 whole entry, looked up, the tested form may be a part): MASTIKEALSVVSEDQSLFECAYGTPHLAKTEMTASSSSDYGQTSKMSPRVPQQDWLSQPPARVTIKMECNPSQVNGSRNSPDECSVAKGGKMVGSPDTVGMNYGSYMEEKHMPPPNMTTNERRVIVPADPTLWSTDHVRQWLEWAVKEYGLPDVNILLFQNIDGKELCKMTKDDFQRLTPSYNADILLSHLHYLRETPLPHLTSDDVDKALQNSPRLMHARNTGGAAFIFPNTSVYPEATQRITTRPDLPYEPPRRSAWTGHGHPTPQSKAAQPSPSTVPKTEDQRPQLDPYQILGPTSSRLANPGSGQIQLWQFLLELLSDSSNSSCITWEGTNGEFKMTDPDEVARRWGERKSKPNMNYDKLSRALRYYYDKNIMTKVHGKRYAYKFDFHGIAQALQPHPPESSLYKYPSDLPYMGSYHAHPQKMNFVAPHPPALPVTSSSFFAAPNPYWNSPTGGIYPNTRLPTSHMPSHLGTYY
#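 His-tagged ERG Ets domain (1 uM in the protein solution; 300mM KCl, 50mM Tris-HCl, 1mM EDTA, 1mM DTT, pH 7.5) received compound, then a probe mix of 5 nM fluorescein-DNA and 100nM Texas-615-DNA. Fluorescence polarization was read for both dyes.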
# RGS4 inhibitor = blocks human RGS4-accelerated GTP hydrolysis; hit rate 0.039% among 390,000; Transcreener GDP fluorescence polarization, RGS4-accelerated GTP hydrolysis; Potency, µM (doses to about 114 µM), for inactives: at the highest dose activity change, negative = inhibition, usual class: inhibitors; P49798; further: potency means the concentration at half of the fitted maximal effect; on the % scale 0 is the no-effect control and ±100 the full control effect; nearly all actives have a fitted effect of over 75% in size; some results filed as inactive show a strong effect at the top dose
#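 MLSMR compounds (23 nl, pin-transferred) preincubated 10 min at room temperature with a 500nM (2x) first reagent, then RGS4 at 900nM (2x) plus Transcreener GDP mix added; fluorescence polarization (620/688 nm) read before and after 90 min at 30 °C.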
# Vif-A3G inh = blocks the Vif interaction with human APOBEC3G. Q9HC16. HeLa A3G-eYFP + Vif (tagged APOBEC3G with the HIV-1 protein that degrades it), YFP fluorescence, overnight. Potency, µM (doses to about 46.1 µM), without a hit: at the highest dose activity, negative = active, hits mostly inhibitors. hit rate 0.076% among 410,000. AID 602310;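 further: potency means the concentration at half of the fitted maximal effect; on the % scale 0 is the no-effect control and ±100 the full control effect; nearly all actives have a fitted effect of over 60% in size; hits raise eYFP signal because A3G escapes Vif-driven loss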
#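 HeLa cells stably expressing Vif and C-terminally eYFP-tagged A3G, seeded overnight at 37 deg C, then exposed to compound by pintool overnight at 37 deg C. Rise in yellow fluorescence (Ex 488/Em 500-530, Acumen) marks blocked Vif-driven A3G degradation.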
# ALOX12 inh = ALOX12 (human) lipoxygenase inhibition; P18054; purified 12hLO, xylenol orange hydroperoxide absorbance; Potency, µM (titrated, usually from 108 µM), inactives show at the highest dose activity change, negative = inhibition, usual class: inhibitors; hit rate 1.1% among 580,000; AID 1671190; further: potency means the concentration at half of the fitted maximal effect; on the % scale 0 is the no-effect control and ±100 the full control effect
#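 Purified human 12hLO (150 nM final) in 25 mM Hepes, 0.01% Triton X-100, pH 7.0 was preincubated 15 min at room temperature with compound. Then 40 uM arachidonic acid was added, 30 min. Hydroperoxide was read by Fe-XO absorbance ratio 573/405 nm.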
# D2 ag = activates the human D2 dopamine receptor. HEK293 T-REx D2 cells, calcium flux agonist mode. activation, % at 2 µM. hit rate 0.53% among 340,000;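 active means activation over 3 SD above normal in the single-dose calcium agonist read, cut at about 30% in these data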; further: 0% is about no effect
# Target sequence (P14416 whole entry, looked up): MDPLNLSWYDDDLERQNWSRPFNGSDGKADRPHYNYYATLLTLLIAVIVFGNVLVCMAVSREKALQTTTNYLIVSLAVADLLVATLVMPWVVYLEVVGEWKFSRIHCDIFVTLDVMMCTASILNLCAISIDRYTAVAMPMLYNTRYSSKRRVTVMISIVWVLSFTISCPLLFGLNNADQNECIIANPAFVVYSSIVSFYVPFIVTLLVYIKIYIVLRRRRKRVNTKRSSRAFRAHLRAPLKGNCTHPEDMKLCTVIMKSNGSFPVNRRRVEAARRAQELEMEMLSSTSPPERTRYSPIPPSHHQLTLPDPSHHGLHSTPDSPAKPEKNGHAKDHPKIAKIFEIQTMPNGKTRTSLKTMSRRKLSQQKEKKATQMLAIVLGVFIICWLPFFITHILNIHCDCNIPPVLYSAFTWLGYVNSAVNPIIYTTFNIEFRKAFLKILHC
#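 In this primary screen, compounds producing a positive calcium signal within 180 s of addition to tetracycline-induced, force-coupled HEK293 Trex D2 cells are flagged; cells are dye-loaded with a no-wash calcium kit beforehand.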
# D2 antag = antagonists of human D2 dopamine receptor; P14416; inhibition, % at 10 µM; hit rate 2% among 340,000; HEK293 TREx D2 cells, calcium flux, dopamine EC80; AID 485344; in the data active means inhibition above about 30%; further: 0% is about no effect
#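 In this primary screen, negative modulation is detected by tracking calcium flux after an EC80 dopamine challenge in inducible HEK293 T-REx D2 cells preexposed to test compound for 180 s.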
# The depositor's hits bear a star; ? = inconclusive; · = not tested or not shown; & = joins results of further samples; [ ] = dose if it differs, or a comment. Unless noted, the call rests on the fitted dose curve; in most records, active means well fitted curve in the direction sought with a large enough effect; inconclusive means small, poorly fitted or top-dose-only effect, or another doubt; inactive means no such curve, though single readings can be large; an effect the other way counts as inactive or inconclusive. Only part of the results is shown; count on the stated rates, not on these rows.
SMILES,LDHA inh,Vif-APOBEC3F blk,GRP78 ERSR act,ERG Ets-DNA blk,RGS4 inhibitor,Vif-A3G inh,ALOX12 inh,D2 ag,D2 antag
Cc1cccc(N2C(=O)Cc3ccccc3C2=O)c1,4,-14%,-2%,-4%,4%,0%,1%,-0.8,16
CC(C(=O)Nc1ccon1)N1C(=O)c2ccccc2S1(=O)=O (configuration not stated),-5,4%,-4%,-7%,-10%,1%,-2%,-0.3,6
COc1ccccc1NC(=O)CSc1nnc(NC(=O)C2CCC2)s1,0,-8%,-2%,2%,-1%,-2%,-19%,0.7,19
O=C(CN1CCC(n2nnc3cc(F)ccc32)CC1)N1CCCc2ccccc21,-4,-6%,-4%,-6%,-7%,0%,-11%,-0.7,-7
C=C1CC[C@H](O)C/C1=C/C=C1\CCC[C@]2(C)[C@@H]([C@H](C)/C=C/[C@H](C)C(C)C)CC[C@@H]12,0,5%,0%,6%,-18%,0%,?,0.2,3
COc1ccc(NC(=O)C2CCCCN2S(=O)(=O)c2ccccc2)cc1S(=O)(=O)N1CCOCC1 (configuration not stated),-2,1%,-3%,-4%,2%,-10%,12%,·,·
O=C(COC(=O)/C=C/c1cccc(Cl)c1)Nc1ccc(N2CCOCC2)cc1,-2,?,-2%,-4%,-24%,1%,-6%,·,·
Cc1ccc(-c2nnn(CC(=O)N(c3ccccc3)C(C(=O)NC3CCCC3)c3ccncc3)n2)o1 (configuration not stated),-13,4%,-4%,10%,-16%,1%,4%,0.5,-3
Cc1ccc(NC(=O)C2CCCN(C(=O)c3cnn(-c4ccc(F)cc4)c3-n3cccc3)C2)c(Cl)c1 (configuration not stated),-5,-4%,1%,0%,0%,2%,-21%,-1.2,·
CCOc1ccc(NC(=S)N2CCC(N(C)CC3CCCO3)CC2)cc1 (configuration not stated),-3,-6%,-1%,5%,-21%,3%,-3%,-1.5,-11
CCSc1nnc2c(n1)[nH]c1c(C)cccc12,-11,-8%,6%,·,-2%,-9%,-6%,-0.1,-5
Cc1ccc(N(C(=O)Cn2nnc(-c3ccccc3)n2)C(C(=O)NC2CCCCC2)c2ccccn2)cc1C (configuration not stated),-9,2%,0%,-4%,7%,0%,-3%,-0.8,-9
CCOC(=O)C1=C(C)N(CCCC(=O)O)C(=O)NC1c1ccc(OC)cc1 (configuration not stated),3,-3%,2%,3%,-16%,8%,-2%,1.0,13
CS(=O)c1ccccc1COC(=O)Nc1ccccc1 (configuration not stated),-7,-8%,-4%,-2%,18%,4%,·,3.0,-7
O=C(Nc1ncccn1)c1cc([N+](=O)[O-])cc([N+](=O)[O-])c1,5,1%,-1%,·,-26%,-4%,-31%,0.8,-8
COc1ccc(CCNc2oc(-c3ccco3)nc2C#N)cc1,0,1%,1%,·,13%,2%,-14%,0.7,-29
COCCCNC(=O)c1cc(-c2ccc(OC)cc2)nc2n[nH]c(-c3ccc(Cl)cc3)c12,-22,0%,-1%,-1%,6%,-1%,-31%,0.4,·
O=C(c1ccccc1)N1CCC(c2nc3ccccc3o2)CC1,8&2,1%,0%,6%,-9%,1%,-7%&-12%,2.4,·
CCn1cc(Br)c(C(=O)NN)n1,-2,3%,2%,-12%,9%,1%,1%,0.3,-10
CC(Oc1ccccc1)C(=O)N1CCN=C1SCc1ccc(F)cc1 (configuration not stated),-10,-2%,1%,-2%,19%,0%,-1%,0.0,-5
CCN=C1NN=C(c2cc(C)n(Cc3ccco3)c2C)CS1,-1,3%,-13%,3%,-40%,4%,?,-0.6,-5
Cc1cccc(NC(=O)c2ccc(S(=O)(=O)N3CCN(C)CC3)cc2)c1C,-4,0%,-5%,-15%,-15%,0%,?,0.1,-1
Cc1cccc(N2CCN(C(=O)Cn3ncc4c([nH]c5ccccc54)c3=O)CC2C)c1 (configuration not stated),-3,-7%,-4%,-3%,0%,-2%,?,0.8,·
Cc1nc(NC(=O)CSc2nnc(-c3ccc4c(c3)OCO4)o2)c(Cl)cc1Cl,-5,-18%,4%,-8%,-18%,-6%,18%,-2.6,11
COc1ccc(NC2CC(=O)N(C)C2=O)cc1 (configuration not stated),7,0%,-1%,2%,-8%,2%,-37%,-1.3,-21
COC(=O)c1ccccc1NC(=O)C1CCN(C(=O)N2CC(C)Oc3ccccc32)CC1 (configuration not stated),-8,-5%,-4%,0%,-10%,3%,6%,2.6,·
COc1ccc(-c2nc(C)ncc2-c2ccc(Cl)cc2)c(O)c1,3,-15%,-8%,0%,7%,1%,6%,0.5,8
CCc1nnc(NC(=O)c2cccc(S(=O)(=O)N3CC(c4ccccc4)CC3=O)c2)s1 (configuration not stated),-15,0%,0%,-7%,-14%,0%,6%[57.4 µM],·,·
CCOc1ccc(CCNC(=O)CSCC(=O)Nc2cccc(C)c2)cc1OCC,-5,-6%,-2%,-6%,1%,0%,4%,-0.4,-15
CCOc1ccc(-c2nn(-c3ccccc3)cc2/C=C(\C#N)S(=O)(=O)c2ccccc2)cc1C,-9,1%,-5%,5%,-19%,-3%,0%,0.2,-17
O=c1cc[nH]c2cccc(Cc3ccccc3)c12,-2,-1%,-3%,-5%,-16%,-2%,?,·,·
CC(=O)c1ccc(N=C2SCCCN2C(=O)C2CCCCC2)cc1,-4,-21%,-2%,6%,-13%,-6%,-28%,-0.1,3
CC(C)c1ccc(S(=O)(=O)N2CCC(C(=O)N3CCC3)CC2)cc1,-4,-4%,-5%,4%,29%,0%,-2%,-0.2,-6
CN(c1ccccc1)S(=O)(=O)c1ccc(Cl)c(C(=O)Nc2ccncc2)c1,-1,2%,-2%,9%,9%,-7%,315%[activator],·,·
O=S1(=O)CCOCCCN1Cc1ccc(Cl)cc1,2,-8%,-3%&-3%,10%,3%,-2%&-3%,15%,-1.2,-11
Cc1cccc(CNC(=O)c2sc(=O)n(Cc3c(C)cccc3C)c2C)c1,-1,·,1%,·,·,-2%,-5%,·,·
O=C(CSc1nc2ccccc2c(=O)n1NC(=O)Cc1ccccc1)NCCc1ccccc1,-10,-3%,-3%,-2%,-1%,-7%,-21%,0.3,-22
COc1ccc(C(=O)Nc2ccc(NC(=O)C(C)C)nc2)cc1,0,0%,-13%,-1%,-17%,0%,-13%,-0.3,0
C[C@@H](C(=O)CC(=O)OC(C)(C)C)[C@@H](O)c1c(F)cccc1Cl,-3,-2%,-6%&0%,15%,-27%&16%,0%&0%,12%,-0.2,-13
O=C(NCCc1ccccc1)C1CCN(C2CCN(Cc3ccc(CO)o3)CC2)CC1,2,-5%,-5%,-4%,4%,0%,-1%,-0.3,9
COc1cccc(C(=O)NCCS(=O)(=O)N2CCN(C(=O)c3ccco3)CC2)c1,-4,-6%,-1%,0%,-6%,-1%,15%,-0.3,-16
Cc1ccc(NC(=O)CSCC#N)cc1Cl,-2,13%,-1%,19%,-17%,-2%,-29%,0.9,8
Cc1c(/C=N/NC(=O)C2(O)c3ccccc3-c3ccccc32)cnn1C,-10,-3%,-4%,-4%,13%,-4%,-26%,1.8,-4
O=C(NCc1ccc(C(F)(F)F)cc1)c1ccc(-c2cccnc2)c2ccoc12,2,·,-4%,·,·,2%,-11%,·,·
COc1cccc(C(=O)Nc2cccnc2)c1OC,0,-5%,-1%,-3%,-15%,9%,0%,0.9,-5
O=C1C2C3C=CC(C3)C2C(=O)N1/N=C/c1cc(Br)cc([N+](=O)[O-])c1O (configuration not stated),3,·,0%,-2%,-12%,-1%,471%[activator],2.5,21
O=C1Nc2cc(C(=O)N3CCOCC3)ccc2S/C1=C/c1ccccc1F,-3,6%,-3%,·,·,4%,4%,·,·
O=S(=O)(c1ccc(OCC(O)CN2CCN(c3ccccc3)CC2)cc1)N1CCOCC1 (configuration not stated),-1,-2%,-1%,·,10%,1%,9%,85*,96*
CC(=O)Nc1ccc(S(=O)(=O)NCCC(=O)OCC(=O)c2ccc(F)c(F)c2)cc1,-2,7%,-3%,-10%,8%,0%,-13%,-0.5,4
CC1(C)CC(=O)C=C(c2cccc(OC(=O)c3ccc(Br)cc3)c2)C1=O,-2,-1%,-1%,·,·,1%,-1%,·,·
Cc1ccc(S(=O)(=O)CCN2CCC(O)(c3ccccc3)CC2)cc1,-1,?,-2%,17%,4%,-4%,8%,-0.6,7
O=C(O)c1cc(NN=C2c3ccccc3-c3ccccc32)ccc1Cl,-6,-3%,-1%,-5%,-34%,2%,?,-2.2,28
Cc1ccc(-c2nc(C(=O)NCCCN3CCOCC3)cc3c2[nH]c2ccccc23)cc1,-1,-1%,-4%,3%,-19%,-1%,-8%,-1.2,-1

# Full records from above:
# CC(=O)Nc1ccc(S(=O)(=O)NCCC(=O)OCC(=O)c2ccc(F)c(F)c2)cc1 reads LDHA inh: -2; Vif-APOBEC3F blk: 7%; GRP78 ERSR act: -3%; ERG Ets-DNA blk: -10%; RGS4 inhibitor: 8%; Vif-A3G inh: 0%; ALOX12 inh: -13%; D2 ag: -0.5; D2 antag: 4
# O=S1(=O)CCOCCCN1Cc1ccc(Cl)cc1 reads LDHA inh: 2; Vif-APOBEC3F blk: -8%; GRP78 ERSR act: -3%&-3%; ERG Ets-DNA blk: 10%; RGS4 inhibitor: 3%; Vif-A3G inh: -2%&-3%; ALOX12 inh: 15%; D2 ag: -1.2; D2 antag: -11
